DRD3 agonist = activates the human D3 dopamine receptor; P35462; D3R DiscoveRx beta-arrestin cells, luminescence, 90 min; max activation, %; hit rate 0.58% among 410,000; AID 652048; in the data active means max activation above about 30%; further: 0% is about no effect; mostly tested at two doses, the higher about 12 µM
Target sequence (P35462 whole entry, looked up): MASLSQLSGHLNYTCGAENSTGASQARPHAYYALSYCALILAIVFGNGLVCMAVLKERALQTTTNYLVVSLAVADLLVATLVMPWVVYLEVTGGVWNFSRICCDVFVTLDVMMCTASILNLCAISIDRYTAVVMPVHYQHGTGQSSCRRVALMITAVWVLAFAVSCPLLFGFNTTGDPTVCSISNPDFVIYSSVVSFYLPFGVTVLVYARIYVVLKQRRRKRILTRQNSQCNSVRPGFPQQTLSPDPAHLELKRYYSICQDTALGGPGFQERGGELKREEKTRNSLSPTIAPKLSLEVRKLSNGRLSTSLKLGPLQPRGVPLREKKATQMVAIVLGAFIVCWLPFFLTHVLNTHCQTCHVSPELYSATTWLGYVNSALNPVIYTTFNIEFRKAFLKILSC
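Cells at 1500/well, incubated overnight, then treated with pinned compounds (dopamine as control) for 90 min at 37 degrees C. DiscoveRx reagent added for 30 - 60 minutes at room temperature; luminescence read.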
aSyn yeast inh = alpha-synuclein toxicity inhibition in yeast | AID 652106 | Potency, µM (highest dose often 46.1 µM), inactives show at the highest dose growth rescue (activation), most hits filed as activators | hit rate 0.14% among 370,000 | Yeast expressing alpha-synuclein, growth rescue, BacTiter-Glo, 24 h; further: potency means the concentration at half of the fitted maximal effect; % of control where 0% means no effect; nearly all actives have a fitted effect of over 65% in size
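Screening used galactose-induced yeast with toxic alpha-synuclein levels, exposed to compound for 24 hr at 30 deg C. Cell growth, read with BacTiter-Glo luminescence, gave the measured signal.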
D3 antag = blocks the human D3 dopamine receptor; P35462; max response, negative = inhibition, %; hit rate 2.5% among 360,000; AID 652054; D3R cells, DiscoveRx beta-arrestin luminescence, antagonist mode; active compounds read low; in the data active means max response below about -50%; inconclusive means no clear call, values can overlap the other calls; further: on the % scale 0 is the no-effect control and ±100 the full control effect; mostly tested at two doses, the higher about 12 µM
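Cells plated overnight at 1500 cells/well, then exposed to library compounds with dopamine controls for 90 minutes at 37 degrees C. DiscoveRx reagent added for 30–60 minutes at room temperature; luminescence read, quantitative HTS format.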
TDP-43 yeast inh = rescues yeast growth from TDP-43 toxicity; TDP-43 expressing yeast growth rescue, BacTiter-Glo, 24 h; Potency, µM (series often up to 46.1 µM), inactives show at the top dose growth rescue (activation), hits mostly activators; hit rate 1.8% among 410,000; AID 652104; further: potency means the concentration at half of the fitted maximal effect; % of control where 0% means no effect; nearly all actives have a fitted effect of over 50% in size
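Galactose-induced TDP-43 yeast, OD600=0.02, compound pinned; 24 hr, 30 deg C; BacTiter-Glo luminescence for growth. Inhibitors of TDP-43 toxicity read as activators.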
GLP-1R agonist = activates the human GLP-1 receptor; Potency, µM (series often up to 45.6 µM), for inactives: top-dose activation, most hits filed as activators; hit rate 0.007% among 380,000; HEK293 GLP-1R CRE-luciferase, luminescence, 4-6 h; cells express a hypersensitive GLP-1R form; further: potency means the concentration at half of the fitted maximal effect; % of control where 0% means no effect
Target sequence (P43220 whole entry, looked up): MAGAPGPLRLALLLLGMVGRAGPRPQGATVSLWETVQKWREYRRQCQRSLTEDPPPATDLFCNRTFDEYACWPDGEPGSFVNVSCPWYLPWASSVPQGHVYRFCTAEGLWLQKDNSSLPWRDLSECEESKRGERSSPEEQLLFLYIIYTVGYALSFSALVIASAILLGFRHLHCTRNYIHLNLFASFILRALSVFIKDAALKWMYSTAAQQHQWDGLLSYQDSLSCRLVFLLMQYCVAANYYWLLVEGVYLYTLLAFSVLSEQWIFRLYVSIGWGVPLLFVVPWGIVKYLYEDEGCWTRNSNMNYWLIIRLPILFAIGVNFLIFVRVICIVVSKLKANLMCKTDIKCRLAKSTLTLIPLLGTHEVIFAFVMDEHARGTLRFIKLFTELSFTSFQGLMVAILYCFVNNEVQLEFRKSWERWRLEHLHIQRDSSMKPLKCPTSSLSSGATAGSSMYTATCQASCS
GLP1R cytotox = cytotoxicity counter-screen for GLP-1 receptor inverse agonists. HEK293 cAMP-luciferase reporter cells, luminescence, 24 h. Potency, µM (titrated, usually from 38.3 µM), for inactives: top-dose activity change, negative = inhibition, most hits filed as inhibitors. hit rate 0.13% among 410,000;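 further: loss of luciferase light is scored as toxicity; potency means the concentration at half of the fitted maximal effect; on the % scale 0 is the no-effect control and ±100 the full control effect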
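Cells in DMEM/10% Nu serum/1% pen-strep, 1536-well format. Pre-incubated 12 h, dosed with 23 nL compound, incubated a further 24 h. Luciferase detection, 12 min at room temp, luminescence.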
GLP-1R inv ag = inverse agonists of human GLP-1 receptor; Potency, µM (doses to about 38.3 µM), inactives show at the top dose activity change, negative = inhibition, usual class: inhibitors; P43220; HEK293 GLP-1R CRE-luciferase, luminescence, 24 h; GLP-1R form is constitutively active; hit rate 1.6% among 410,000; further: potency means the concentration at half of the fitted maximal effect; on the % scale 0 is the no-effect control and ±100 the full control effect; nearly all actives have a fitted effect of over 55% in size
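qHTS in 1536-well format: reporter HEK293 cells expressing constitutive GLP-1R activity in DMEM + 10% Nu serum, 24 hr with compounds at 37 deg C, luminescence read after 12 min with detection reagent.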
PTHR1 ag = activates the human parathyroid hormone receptor PTHR1. hit rate 0.075% among 410,000. HEK293 GP2 PTHR1 cells, GloSensor cAMP luminescence, 1 h. Q03431. Potency, µM (series often up to 115 µM), without a hit: top-dose activation, actives largely listed as activators. AID 743266; further: potency means the concentration at half of the fitted maximal effect; nearly all actives have a fitted effect of over 55% in size; some results filed as inactive show a strong effect at the top dose; inactives centre near -15; many of its hits are not listed in these tables
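HEK-293-derived GP2 cells expressing PTHR1 and a GloSensor cAMP reporter, 3,000/well, plated overnight, given luciferin plus IBMX (each 0.5 mM as added) for 1 h at 37 °C, then compound for 1 h at 37 °C. Luminescence was read after 15 min at room temperature.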
KB-V1 cytotox = kills drug-selected multidrug resistant KB-V1 cells; Potency, µM (titrated, usually from 46.1 µM), for inactives: at the top dose activity change, negative = cytotoxicity, actives largely listed as cytotoxic; hit rate 3.4% among 400,000; AID 1347076; KB-V1 MDR cells viability, CellTiter-Glo, 72 h; further: potency means the concentration at half of the fitted maximal effect; on the % scale 0 is the no-effect control and ±100 the full control effect; nearly all actives have a fitted effect of over 60% in size
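Cells of the MDR subline KB-V1 are plated, dosed with compound at multiple concentrations, and incubated 72 h at 37 degrees C; CellTiter-Glo is then added and luminescence read after 10 min.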
An asterisk follows results filed as active; i = inactive; ? = inconclusive; . = not tested or not shown; & = joins results of further samples; [ ] = another dose, or the depositor's remark. Unless noted, the call rests on the fitted dose curve; in most records, active means well fitted curve in the direction sought with a large enough effect; inconclusive means small, poorly fitted or top-dose-only effect, or another doubt; inactive means no such curve, though single readings can be large; an effect the other way counts as inactive or inconclusive. These rows are one share of the data. The share of hits here may be higher or lower than overall.

mol	GLP1R cytotox	GLP-1R agonist	GLP-1R inv ag	aSyn yeast inh	TDP-43 yeast inh	KB-V1 cytotox	DRD3 agonist	PTHR1 ag	D3 antag
Cc1[nH]c2ccccc2c1-c1ccc(Cl)nn1	0%[7.66 µM]	13%	5%[7.66 µM]	-14%	-8%[9.22 µM]	2%	-4	-12%	-1
Cc1ccc(/C=C/c2onc(C)c2S(=O)(=O)N2CCC(C(=O)Nc3cccc(C#N)c3)CC2)cc1	6%	0%	10%	.	7%	9%	-12	-21%	.
CSc1ccccc1NC(=O)C1CC(c2ccccc2O)=NO1 (stereo not drawn)	5%	0%	-17%	0%	-2%	?	2	i	-14
O=C(CN1CCN(c2cccc(Cl)n2)CC1)N1CC(O)CO1 (stereo not drawn)	-7%[7.66 µM]	-2%	-3%[7.66 µM]	3%	14%[9.22 µM]	12%	3	i	2
COc1ccc(-c2cc(C(C)=O)c(C)n2CCC(=O)Nc2cccc(C)c2C)cc1	3%	.	6%	.	2%	-22%	-1	i	.
O=C(NCCN1CCCC1)c1ccc(Cn2c(=S)[nH]c3ccc(Br)cc3c2=O)cc1	5%	21%	?	-5%	-21%	9%	-13	-12%	-10
OC(COC(c1ccccc1)c1ccccc1)CN1CCN(c2cccc(Cl)c2)CC1 (stereo not drawn)	-12%	5%	?	6%	-12%	0%	29	-33%[inhibitor]	15
COc1cc(OC)cc(C(=O)O/N=C(\N)c2ccccn2)c1	?	3%	?	-52%[inhibitor]	?	-10%	-5	-54%[inhibitor]	-21
Cc1ccc(C(=O)O)cc1-n1c(C)cc(C=O)c1C	-3%	2%	15%	7%	-1%[0.397 µM]	7%	-11	i	29
CCn1c2ccccc2c2cc(NC(=O)CNC)ccc21	-10%	17%	-26%	3%	-24%	8%	2	i	-11
COc1ccc(N2C(=O)CC(N3CCC(O)(c4cccc(C(F)(F)F)c4)CC3)C2=O)cc1 (stereo not drawn)	-19%	-1%	-7%	8%	18µM*	15%	2	-3%[57.5 µM]	-6
Cc1cccc(NC(=O)CSc2nc3c([nH]c4ccccc43)c(=O)n2C)c1	-2%&0%	-9%	9%&-3%	-5%	2%&13%	?	-3&6	i	-70*
O=C(Nc1ccccc1C(F)(F)F)c1cc(-c2cccc(O)c2)on1	4%	-10%	0%	-7%	-5%	14%	0	-24%	-10
CCCCc1ccc(NC(=O)CSc2nnc(CNC(=O)c3ccco3)o2)cc1	3%	-1%	-7%	2%	-3%	-14%	-1	-23%	5
COc1ccc2c(c1)c1c(c(=O)n(-c3ccc(C)cc3)c(=O)n1CC(=O)Nc1cc(C)ccc1C)n2C	-7%	1%	-5%	.	11%	-5%	0	?	.
CCCS(=O)(=O)n1nc(-c2ccc(Br)cc2)cc1N	-1%	0%	?	-2%	39%	-11%	3	-50%[inhibitor]	21
Cc1ccc(S(=O)(=O)NCCC(=O)NCCN2CCCCCC2)cc1	3%	-1%	3%	-1%	-7%	5%	-11	i	-14
COc1ccc(-c2noc(CSc3nnc(C)n3-c3ccc(F)cc3)n2)cc1	-3%	.	3%	.	12%	19%	6	-6%	.
COCCCNc1nc(N)c([N+](=O)[O-])c(N2CCCCCC2)n1	6%	12%	1%	4%	2%	-16%	-2	-9%	9
O/N=C(/c1ccc(Cl)cc1)C1CC1c1ccccc1 (stereo not drawn)	2%	?	?	14%	?	?	10	-4%	-10
CN(c1cc2c(c3c1ccn3C)C1CCC2O1)C1CCCCC1 (stereo not drawn)	-26%	17%	?	-7%	0%	?	-3	-16%	7
CC(=O)c1cccc(-c2ccnc3c2CC(C(=O)Nc2ccc(F)c(Cl)c2)O3)c1 (stereo not drawn)	-7%	-1%	?	?	?	21µM*	0	-37%	-24
O=S1(=O)N=C(N2CCCc3ccccc32)c2ccccc21	4%	9%	-2%	-17%	0%	10%	-2	i	-4
COc1ccc(C2=NO[C@@H]3C(=O)N(c4ccc(C)cc4C)C(=O)[C@H]23)cc1OC	-2%	-11%	-14%	9%	?	24%	3	i	-13
CCCCNc1nc(=S)n(-c2ccccc2)c(C)c1C(C)=O	?	-12%	?	-2%	-15%[0.397 µM]	6%	5	-37%[inhibitor]	?

3 compounds from above, arranged by molar mass, smallest number first.
mol	GLP1R cytotox	GLP-1R agonist	GLP-1R inv ag	aSyn yeast inh	TDP-43 yeast inh	KB-V1 cytotox	DRD3 agonist	PTHR1 ag	D3 antag
CN(c1cc2c(c3c1ccn3C)C1CCC2O1)C1CCCCC1 (stereo not drawn)	-26%	17%	?	-7%	0%	?	-3	-16%	7
O=C(Nc1ccccc1C(F)(F)F)c1cc(-c2cccc(O)c2)on1	4%	-10%	0%	-7%	-5%	14%	0	-24%	-10
COc1ccc2c(c1)c1c(c(=O)n(-c3ccc(C)cc3)c(=O)n1CC(=O)Nc1cc(C)ccc1C)n2C	-7%	1%	-5%	.	11%	-5%	0	?	.

The list continues.
mol	GLP1R cytotox	GLP-1R agonist	GLP-1R inv ag	aSyn yeast inh	TDP-43 yeast inh	KB-V1 cytotox	DRD3 agonist	PTHR1 ag	D3 antag
Cc1ccc(S(=O)(=O)N2CCC[C@H]2C(=O)NC2=NCCS2)cc1	12%	0%	-8%	-8%	11%	-1%	-9	i	16
COCCN1C(=O)C(=O)/C(=C(/O)c2ccc(S(=O)(=O)N3CCOCC3)cc2)C1c1cccc(O)c1 (stereo not drawn)	-7%	-1%	6%	4%	-10%	0%	2	-16%	-2
O=C(NC(Cc1ccccc1)C(=O)NCc1ccccn1)c1ccco1 (stereo not drawn)	16%	0%	2%	-6%	19%	-7%	-3	i	-4
COc1ccc(OCCOc2ccc(S(=O)(=O)N3CCCC3)cc2[N+](=O)[O-])cc1	9%	2%	?	-1%	18%	15µM*	-13	-11%	16
Cn1c(=O)c2[nH]c(N3CCN(c4ccccc4)CC3)nc2n(C)c1=O	-7%	3%	-6%	22%	6%	-16%	-3	i	-10
CC1(C)CC(=O)C=C(NCCN2CCN(C(=O)Nc3ccccc3)CC2)C1	3%	10%	55%[activator]	-3%	-29%	2%	0	i	-9
CCc1ccc(NC(=O)C2CCC(CNS(=O)(=O)c3ccc4c(c3)CC(C)N4C(C)=O)CC2)cc1 (stereo not drawn)	-2%	.	1%	-1%	20%	.	9	-2%	.
CCOc1ccc(NS(=O)(=O)c2ccc(N)cc2)cc1	8%	0%	4%	9%	11%	-27%	-4	i	-17
CCOC(=O)[C@]12CCCC=C1N(Cc1cccc3ccccc13)C(=O)[C@H](CC(=O)NCc1cccc(C(F)(F)F)c1)C2	-8%	-3%	?	7%	25%	-41%	0	i	11
Cc1nc2nc(SCc3ccc(F)cc3Cl)nn2c(C)c1Cc1ccccc1	9%	.	?	.	?	.	1	i	.
CCCCCc1c(C)nc(N2CCOCC2)[nH]c1=O	5%	-8%	5%	3%	3%	6%	6	i	-12
O=C1Nc2ccccc2C(=O)N(Cc2ccccc2)C1C(=O)NC1CC1 (stereo not drawn)	3%	.	25%	-5%	-4%	-16%	-5	-20%	0
Cc1ccccc1OCC(=O)Nc1ccc(Cc2ccncc2)cc1	-4%	-5%	?	0%	12%	3%	-2	-43%[inhibitor]	?
CN1CCN(S(=O)(=O)c2cccc(C(=O)Oc3cccc(C#N)c3)c2)CC1	-4%	-16%	-5%	-4%	-1%	28%	5	i	-12
O=C(Cn1c(=O)n(-c2ccccc2)c(=O)c2ccc(C(=O)NCc3ccc4c(c3)OCO4)cc21)Nc1ccc(F)cc1	13%	3%	-12%	-12%	-3%	-5%	2	0%	.
Cc1cc(SCCC(=O)O)nc2c(C)cccc12	-2%	9%	2%	-8%	?	10%	4	i	-26
Cc1cc(-c2nnc(SCC(=O)Nc3nc(-c4ccccc4)cs3)o2)no1	-4%	0%	10%	13%	2%	?	-2	i	14
CCN1CCC(CNCc2cn(-c3ccc(OC)cc3)nc2-c2ccccc2Cl)C1 (stereo not drawn)	?	16%	?	7%	-8%	-19%	-4	i	-28
S=C1NCN(Cc2ccccc2)CN1C1CCCCC1	?	2%	-23%	11%	-14%	?	-7	-24%	-22
CCC1Oc2ccc(C)cc2N(CC(=O)NCC2CCCO2)C1=O (stereo not drawn)	-1%	6%	7%	-1%	-3%	8%	5	-14%	4
Cc1cc(C(=O)Cn2nc(C(=O)O)c3ccccc3c2=O)c(C)n1CCc1ccc(F)cc1	-7%	17%	?	-5%	-27%	-11%	6	-24%	12
COc1cc2c(cc1OC)CN(Cc1ccc(F)cc1)CC2	68%[activator]	5%	-10%	1%	-12%	-4%	-27	i	-30
C=CCN(C(=O)c1csnn1)C(C(=O)NC(C)(C)C)c1ccncc1 (stereo not drawn)	7%	24%	27%	0%	-18%[0.397 µM]	1%	10	i	16
CN1C(C(=O)NCc2cccc(Br)c2)CC2Cn3c(nc4cc5ccccc5cc43)C21 (stereo not drawn)	20%	10%	-18%	8%	-4%	-11%	16	-17%	18
Cn1ccc2c(OCC(=O)NCc3ccccc3)cccc2c1=O	-12%	.	2%	.	14%	-4%	5	i	.
CCCCCNC(=O)c1ccc2c(=O)n(CCOC)c(=O)[nH]c2c1	-6%	-10%	7%	0%	7%	3%	2	i	5
COc1cccc(N2C(=O)CC(NNc3nc4ccccc4s3)C2=O)c1 (stereo not drawn)	-2%	0%	-9%	3%	-7%	1%	20	-6%	18
